# Bioassay records (PubChem BioAssay)
# BRCA1 expr act: BRCA1 expression activation; MCF7-BRCA1-FFLuc reporter, luminescence, 48 h; response scale: scaled: vehicle 0%, 10 µM genistein 100%; Potency, µM (series often up to 46.1 µM), without a hit: at the highest dose activation, most hits filed as activators; 380,000 tested, 1.1% active; AID 624202; also: nearly all actives have a fitted effect of over 80% in size; some results filed as inactive show a strong effect at the top dose
#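 Compounds are tested at multiple concentrations on MCF7 BRCA1-luciferase reporter cells seeded at 2000 per well; after 48 h, a single luminescence end-point is taken and curves fitted to the normalized data.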
# Gal4-VP16 FLuc: counter-screen for ROR gamma inhibitors: Gal4-VP16 reporter. AID 2546. 310,000 tested, 3.5% active. Drosophila S2 Gal4-VP16 UAS-luciferase, luminescence, 20 h. Potency, µM (highest dose often 53.6 µM), for the others: at the highest dose activity, negative = inhibition, hits mostly inhibitors;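 also: Gal4-VP16 expression switched on by copper sulfate through the metallothionein promoter; % is scaled to controls: 0 for no effect and ±100 for the full control effect; nearly all actives have a fitted effect of over 50% in size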
# RORg inh: ROR gamma (mouse) transcription inhibition; AID 2551; Drosophila S2 Gal4-RORgamma UAS-luciferase reporter, 20 h; Potency, µM (titrated, usually from 53.6 µM), without a hit: at the top dose activity change, negative = inhibition, actives largely listed as inhibitors; 310,000 tested, 5.4% active; also: % is scaled to controls: 0 for no effect and ±100 for the full control effect; nearly all actives have a fitted effect of over 60% in size
# Target sequence (P51450 whole entry, looked up, the tested form may be a part): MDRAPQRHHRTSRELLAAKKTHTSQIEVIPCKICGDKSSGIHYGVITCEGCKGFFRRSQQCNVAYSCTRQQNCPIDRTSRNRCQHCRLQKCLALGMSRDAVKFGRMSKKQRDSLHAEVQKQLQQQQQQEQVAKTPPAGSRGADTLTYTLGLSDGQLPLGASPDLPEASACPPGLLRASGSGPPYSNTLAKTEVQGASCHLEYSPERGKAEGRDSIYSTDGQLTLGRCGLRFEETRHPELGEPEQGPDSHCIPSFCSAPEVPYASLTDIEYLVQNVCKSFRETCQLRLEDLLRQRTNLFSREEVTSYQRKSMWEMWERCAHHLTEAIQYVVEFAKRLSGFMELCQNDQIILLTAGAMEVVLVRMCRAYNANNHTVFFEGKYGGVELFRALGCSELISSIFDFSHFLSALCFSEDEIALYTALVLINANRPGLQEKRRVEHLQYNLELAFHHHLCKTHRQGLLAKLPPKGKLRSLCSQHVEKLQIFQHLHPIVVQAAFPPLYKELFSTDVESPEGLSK
#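 Stably transfected Drosophila Schneider cells are the test system, with ROR gamma fused to Gal4 and luciferase under UAS control; luminescence is read after 20 hr of 700 uM copper sulfate induction at ambient temperature.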
# ELG1 genotoxic: inducers of genotoxicity in HEK293T ELG1-luciferase cells; AID 504466; HEK293T ELG1-luciferase reporter, luminescence, 16 h; Potency, µM (highest dose often 46 µM), for inactives: at the highest dose activity change, positive = activation, most hits filed as activators; 330,000 tested, 1.3% active; also: % of control where 0% means no effect; nearly all actives have a fitted effect of over 60% in size
#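 Cells (2,000/well) expressing the ELG1-luciferase fusion are dosed by pin tool and kept 16 hr at 37 °C, 5% CO2. Signal comes from ONE-Glo luciferase reagent after 30 min at room temperature.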
# p53 reactivator: restores transcriptional activity of mutant p53; H1299 p53-A138V BP100-luciferase reporter, luminescence, 24 h; Potency, µM (top dose mostly 92.2 µM), without a hit: at the top dose activity change, positive = activation, actives largely listed as activators; 320,000 tested, 0.063% active; also: % of control where 0% means no effect; nearly all actives have a fitted effect of over 45% in size
#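 H1299 (p53-null), stable ts p53-A138V + BP100-Luc; 1000 cells/well, Opti-MEM/10% FBS; cpd 4 pt, 1:5; 24 h, 37 deg C, 5% CO2; detection reagent 10 min RT; luminescence.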
# NPC1 promoter act: activators of NPC1 promoter | Huh7 NPC1 promoter luciferase reporter, 24 h | Potency, µM (top dose mostly 9.22 µM), inactives show top-dose activation, hits mostly activators | 320,000 tested, 2.4% active;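 also: % of control where 0% means no effect; nearly all actives have a fitted effect of over 60% in size; reporter is driven by a mutant NPC1 promoter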
#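 Cells: Huh7 expressing luciferase under the NPC1 promoter, 1500/well. Seeded 2 h, compound added, incubated 24 h at 37 °C. Luciferase reagent, 10 min ambient, then luminescence.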
# MBNL1-CUG inh: MBNL1-poly(CUG) RNA binding inhibition | Q9NR56 | TR-FRET MBNL1-His/biotin-(CUG)12 binding, 665/545 ratio | Potency, µM (series often up to 57.5 µM), inactives show top-dose activity change, negative = inhibition, most hits filed as inhibitors | 280,000 tested, 0.036% active; active = well fitted inhibition curve with a large enough effect in the signal ratio, with a control signal flat, not every such curve was filed as active; inconclusive = small, poorly fitted or top-dose-only effect, or effect the other way, or a change in a side signal; inactive = no such curve, though single readings can be large or run the other way; the % refers to the signal ratio; also: % is scaled to controls: 0 for no effect and ±100 for the full control effect
#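 TR-FRET between His-tagged MBNL1 and biotin-(CUG)12 RNA, detected with Tb anti-His antibody (0.055 ng/ul) and streptavidin-XL665 (5 nM), 60 min at room temperature. Compounds titrated 92 nM to 58 uM; 665/545 nm ratio normalized to buffer and complex controls.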
# Rab9 prom act: Rab9 promoter activation. Huh7 Rab9 promoter-luciferase reporter, luminescence, 24 h. Potency, µM (top dose mostly 9.22 µM), for inactives: at the highest dose activation, negative = inhibition, most hits filed as activators. 320,000 tested, 2.8% active. AID 485297; also: % of control where 0% means no effect; nearly all actives have a fitted effect of over 60% in size
#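 Quantitative HTS format; Huh7 Rab9-luciferase reporter cells (1500/well) receive compound 2 h post-plating, incubate 24 h at 37 °C, then get luciferase reagent for 10 min before luminescence reading.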
# uPA surface inh: inhibitors of cell surface uPA generation | cell surface uPA generation assay, qHTS | Potency, µM (series often up to 38.3 µM), without a hit: top-dose activity change, negative = inhibition, actives largely listed as inhibitors | 330,000 tested, 0.31% active | AID 540303; active = well fitted inhibition curve with a large enough effect; inconclusive = small, poorly fitted or top-dose-only effect; inactive = no such curve, though single readings can be large or run the other way; tested in mouse RAW 264.7 cells; also: % is scaled to controls: 0 for no effect and ±100 for the full control effect; nearly all actives have a fitted effect of over 55% in size
# FLuc counter: inhibits or activates purified firefly luciferase, miR-21 counter-screen; Potency, µM (series often up to 57.5 µM), for the others: at the top dose activity change, negative = inhibition, actives largely listed as inhibitors; purified FLuc, Km substrates, luminescence inhibition; 360,000 tested, 6.9% active; P08659;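 also: plate controls were vehicle for no effect and reference inhibitor for full effect; nearly all actives have a fitted effect of over 55% in size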
# Target sequence (P08659 whole entry, looked up): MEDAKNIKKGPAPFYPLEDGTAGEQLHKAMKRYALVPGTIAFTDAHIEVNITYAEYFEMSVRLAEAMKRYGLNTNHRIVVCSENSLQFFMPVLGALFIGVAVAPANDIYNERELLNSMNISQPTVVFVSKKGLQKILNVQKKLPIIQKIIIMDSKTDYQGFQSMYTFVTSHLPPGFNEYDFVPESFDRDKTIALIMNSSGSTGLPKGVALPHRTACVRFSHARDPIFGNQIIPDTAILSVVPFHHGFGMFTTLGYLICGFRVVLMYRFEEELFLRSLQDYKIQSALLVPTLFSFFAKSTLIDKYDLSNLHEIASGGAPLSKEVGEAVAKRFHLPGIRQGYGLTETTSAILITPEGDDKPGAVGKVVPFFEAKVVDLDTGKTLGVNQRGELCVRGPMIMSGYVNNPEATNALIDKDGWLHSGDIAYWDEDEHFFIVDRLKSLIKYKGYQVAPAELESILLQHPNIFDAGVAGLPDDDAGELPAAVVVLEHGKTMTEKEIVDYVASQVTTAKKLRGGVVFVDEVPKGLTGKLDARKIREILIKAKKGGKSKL
#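 Purified P. pyralis luciferase, 10 nM final, with Km-level 10 uM D-luciferin and 10 uM ATP in 50 mM Tris acetate pH 7.5, 10 mM Mg acetate, 0.01% Tween-20, 0.05% BSA; 6-point qHTS titration about 60 µM downward; luminescence read.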
# Active calls of the source: *; u = inconclusive; x = no result given; & = joins results of further samples; [ ] = another dose, or the depositor's remark. Unless noted, calls follow the shape of the dose curve; as a rule, active = well fitted curve in the direction sought with a large enough effect; inconclusive = small, poorly fitted or top-dose-only effect, or another doubt; inactive = no such curve, though single readings can be large; an effect the other way counts as inactive or inconclusive. Potency is read from the fitted curve at half-maximal effect. Compounds were not picked by outcome, and some 13% of all compounds hit somewhere here.
1) O=C(NC1CCCCC1)NC1CCN(S(=O)(=O)Cc2ccccc2)CC1
2) O=C(CCNS(=O)(=O)c1ccccc1Cl)N1CCN(c2ccccn2)CC1
3) N#Cc1ccccc1S(=O)(=O)N1CCN(C(=O)c2cc(-c3ccccc3)nn2-c2ccccc2)CC1
4) COC(=O)Cn1c(N)[n+](Cc2ccccc2)c2ccccc21
5) O=C(CNC(=O)c1ccco1)Nc1ccc(OC(F)F)cc1
6) CCOc1ccccc1C(=O)OCC(=O)Nc1cccc(S(=O)(=O)N2CCCC2)c1
7) Cc1ccc(C(=O)Nc2cccc3[nH]c(C(F)(F)F)nc23)cc1
8) CC(NC(=O)[C@@H](NC(=O)[C@@H]1Cc2ccccc2CN1)C(C)C)c1ccccc1 (stereo partly specified)
Assay by compound	1	2	3	4	5	6	7	8
BRCA1 expr act	0%	-8%	-34%	1%	11%	-24%	-75%	1%
Gal4-VP16 FLuc	-8%	x	-1%	x	-9%	x	-4%	1%
RORg inh	u	x	-12%	x	-1%	x	u	-28%
ELG1 genotoxic	8%	1%	-23%	1%	-4%	-5%	-8%	0%
p53 reactivator	-2%	-2%	-5%	3%	0%	-1%	7%	-6%
NPC1 promoter act	-2%	2%	-2%	1%	-2%	x	-11%	0%
MBNL1-CUG inh	-2%	x	-2%	x	-2%	x	-8%	4%
Rab9 prom act	-5%	0%	3%	-3%	0%	x	-16%	-2%
uPA surface inh	3%	-1%	3%	11%	-3%	-36%	-8%	1%
FLuc counter	7%	5%	1%	0%	-2%	x	u	0%

# Pulled one by one from the entries so far, 4 records:
7) Cc1ccc(C(=O)Nc2cccc3[nH]c(C(F)(F)F)nc23)cc1
5) O=C(CNC(=O)c1ccco1)Nc1ccc(OC(F)F)cc1
4) COC(=O)Cn1c(N)[n+](Cc2ccccc2)c2ccccc21
8) CC(NC(=O)[C@@H](NC(=O)[C@@H]1Cc2ccccc2CN1)C(C)C)c1ccccc1 (stereo partly specified)
Assay by compound	7	5	4	8
BRCA1 expr act	-75%	11%	1%	1%
Gal4-VP16 FLuc	-4%	-9%	x	1%
RORg inh	u	-1%	x	-28%
ELG1 genotoxic	-8%	-4%	1%	0%
p53 reactivator	7%	0%	3%	-6%
NPC1 promoter act	-11%	-2%	1%	0%
MBNL1-CUG inh	-8%	-2%	x	4%
Rab9 prom act	-16%	0%	-3%	-2%
uPA surface inh	-8%	-3%	11%	1%
FLuc counter	u	-2%	0%	0%

# Additional entries follow.
9) CCOC(=O)COn1c(=O)c(-c2ccccc2)[n+]([O-])c2ccccc21
10) Nc1nc(Br)c2c(F)cccc2c1-c1ccc(Cl)cc1
11) COC(=O)c1ccc2ccn(CC(=O)NC3CCCCC3)c2c1
12) N/C(=N\OC(=O)C(c1ccccc1)c1ccccc1)c1ccccn1
13) S=c1[nH]nc(-c2ccccn2)n1/N=C/c1ccc(-c2ccccc2Cl)o1
14) O=Cc1ccc(-n2cccn2)cc1
15) CC(C)(C)c1csc(NC(=O)Cn2c(=O)oc3ccccc32)n1
16) Cc1cc(C(=O)N/N=C/c2ccc([N+](=O)[O-])o2)c(C)o1
Assay by compound	9	10	11	12	13	14	15	16
BRCA1 expr act	-12%	-12%	-4%	35%	-13%	13%	1%	-66%
Gal4-VP16 FLuc	9%	-2%	-1%	-11%	-4%	-15%	-2%[0.365 µM]	u
RORg inh	10%	18%	-8%	u	8.9µM*	12%	44%	-41%
ELG1 genotoxic	3%	-3%	4%	6%	-8%	-6%	25%	-13%
p53 reactivator	1%	-2%	-4%	u	5%	0%	-2%	-11%
NPC1 promoter act	2%	-5%	1%	-2%	0%	0%	-1%	-4%
MBNL1-CUG inh	u	14%	18%	u	43%[activator]	x	-2%	x
Rab9 prom act	1%	3%	0%	-2%	15%	0%	-6%	-3%
uPA surface inh	3%	x	-6%	-5%	x	-2%	3%	10µM*
FLuc counter	1%	5%	0%	5%	u	-5%	0%	5%

17) C/C(CC(=O)Nc1cc(Cl)ccc1C)=N\NC(N)=O
18) CCC1CCCCN1C(=O)c1sc2nc(C)nc(N(CC)CC)c2c1C (stereo unspecified)
19) COc1ccccc1C1CC(c2ccc(F)cc2)Nc2ncnn21 (stereo unspecified)
20) O=C(NCc1ccc2c(c1)CCO2)Nc1cccc(C(F)(F)F)c1
21) Cc1cccc(C)c1NC(=O)CSCCO
22) O=S(=O)(c1ccc2c(c1)CCCN2)N1CCCC2CCCCC21 (stereo unspecified)
23) Cc1ccc(C(=O)N2CCN(C(=O)N3CCOCC3)CC2)cc1
24) O=S(=O)(c1cccc(F)c1)N1CCN(Cc2cc3c(cc2Br)OCCO3)CC1
Assay by compound	17	18	19	20	21	22	23	24
BRCA1 expr act	17%	-33%	0%	2%	11%	-50%	0%	-21%
Gal4-VP16 FLuc	-3%	3%	-6%	-5%	4%	0%	4%	x
RORg inh	-1%	2%	-42%	u	14%	42%	-25%	x
ELG1 genotoxic	0%	-6%	-5%	-5%	2%	-3%	0%	6%
p53 reactivator	-3%	2%	-3%	-3%	-6%	3%	-4%	-4%
NPC1 promoter act	-1%	-4%	0%	4%	0%	-2%	-3%	-6%
MBNL1-CUG inh	x	8%	-8%	9%	0%	-2%	8%	x
Rab9 prom act	1%	-10%	0%	13%	5%	-5%	-3%	1%
uPA surface inh	2%	1%	2%	-1%	-3%	-2%	2%	9%
FLuc counter	0%	4%	-2%	u	3%	-3%	4%	-2%

25) O=C(CC1CCCCC1)OCn1nnc2ccccc2c1=O
26) Cc1nn(-c2ccccc2)c(C)c1/C=N/NC(=O)CSc1nnc(SCc2ccccc2Cl)s1
27) COc1ccc(N2C(=O)C3ON(C4SC(=S)N(C)C4(C)C)C(c4ccc([N+](=O)[O-])cc4)C3C2=O)cc1 (stereo unspecified)
28) COc1ccc(NC(=O)c2cc3c(CO)cnc(C)c3oc2=Nc2cccc(C)c2)c(OC)c1
29) O=C(C1CCCCC1)N1CCN=C1SCc1cccnc1
30) CN(C)/C=C(\C#N)S(=O)(=O)c1ccc(Cl)cc1
31) COc1ccc(N2CCN(C3CC(=O)NC3=O)CC2)cc1 (stereo unspecified)
32) Cc1ccc(COC(=O)c2cc([N+](=O)[O-])ccc2N2CCOCC2)cc1
Assay by compound	25	26	27	28	29	30	31	32
BRCA1 expr act	-13%	13µM*	-15%	3%	-3%	-5%	6%	x
Gal4-VP16 FLuc	1%	-9%	3%	-15%	7%	1%	2%	-9%
RORg inh	u	u	5%	0%	u	1%	19%	45%
ELG1 genotoxic	1%	1%	0%	-11%	-1%	2%	7%	18%
p53 reactivator	-4%	18%	2%	-1%	20%	-2%	6%	-3%
NPC1 promoter act	2%	u	-3%	-1%	-3%	1%	-1%	-8%
MBNL1-CUG inh	1%	u	0%	5%	-13%	0%	4%	u
Rab9 prom act	-1%	26%	-2%	-7%	1%	-3%	15%	-29%
uPA surface inh	2%	-3%	2%	4%	-10%	-15%	-4%	x
FLuc counter	-19%	6.7µM*	4%	1%	6%	-2%	1%	-1%

33) Cc1ccc2nc(-c3cccc(SC4CCCCC4)c3)c(NCc3ccccc3)n2c1
34) CC(C)c1c(O)nc(SCc2ccc(F)cc2)[nH]c1=O
35) COc1ccc(S(=O)(=O)N2CCN(C(=O)c3ccc(C)o3)CC2)cc1
36) COCCN1Cc2cccc(C(=O)Nc3ccc(S(=O)(=O)N4CCCCCC4)cc3)c2C1=O
37) CC1CCCC(C)N1C(=O)COC(=O)Cn1cnc2c1c(=O)n(C)c(=O)n2C (stereo unspecified)
38) CC(=O)Nc1ccc(S(=O)(=O)N2CCN(C34CC5CC(CC(C5)C3)C4)CC2)cc1
39) Cc1nc(CSc2nnc3scc(-c4ccccc4)n23)cs1
40) Clc1ccc(C2[C@H]3CN(CC4CCCCC4)[C@H](c4ccccc4)C34CC2(c2ccccc2)C4)cn1 (stereo partly specified)
41) COc1ccccc1N1CCN(S(=O)(=O)c2cc(-c3cc(C)no3)ccc2C(C)C)CC1
42) CCn1ccnc1CN(C)C(=O)C1CCC(=O)N(Cc2cccc(F)c2)C1 (stereo unspecified)
43) O=C(CO/N=C/c1ccc(OC(F)F)cc1)N1CCc2ccccc21
Assay by compound	33	34	35	36	37	38	39	40	41	42	43
BRCA1 expr act	-36%&1%	-8%	-18%	-9%	-22%	-1%	-5%	12%	1%	8%	-15%
Gal4-VP16 FLuc	x	-3%	-2%	-8%	x	-8%	-2%	-2%&6%	2%	-3%	-9%
RORg inh	x	-30%[1.91 µM]	-3%	-8%	x	11%	-24%	9%&-8%	6%	2%	6%
ELG1 genotoxic	-9%	0%	-2%	7%	0%	-1%	0%	-1%	-3%	0%	-1%
p53 reactivator	6%	x	0%	1%	-8%	19%	-7%	1%	4%	19%	-6%
NPC1 promoter act	x	-2%	0%	1%	9%	-2%	2%	-4%	-8%	1%	-3%
MBNL1-CUG inh	x	-3%	-1%	-13%	x	2%	-7%	1%	-7%	-10%	-7%
Rab9 prom act	x	-2%	1%	-11%	0%	1%	-2%	-2%	-2%	0%	-1%
uPA surface inh	u	-6%	-9%	0%	7%	6%	-4%	2%	-2%	-4%	2%
FLuc counter	x	6%	2%	-1%	0%	1%	0%	1%	0%	-2%	-2%
